High-throughput results (PubChem BioAssay)
TEAD-YAP inh: TEAD-YAP interaction inhibition, primary screen, TEAD-YAP interaction inhibitor project, luminescence, HEK-TIYL cells; TEAD-Gal4/YAP UAS-luciferase luminescence; inhibition, % at 9.12 µM; actives 1.4% (n = 640,000); in the data active = inhibition above about 32%;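 note: 0% = median of test compound wells and 100% = reference inhibitor wells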
GPR151 ag: activators of human GPR151, primary screen, cell-based, PathHunter beta-arrestin, luminescence; activation, % at 11.2 µM; actives 1% (n = 650,000); PathHunter beta-arrestin GPR151 cells; AID 1508602, 2020; G-protein coupled receptor 151 (Homo sapiens), Q8TDV0; in the data active = activation above about 4.9%;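 note: 0% = median of compound wells and 100% = cells with positive control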
FBW7 activator: FBW7 E3 ligase activators, primary screen, biochemical, AlphaScreen, human; AlphaScreen FBW7–phospho-cyclin E peptide binding, activator screen; normalized activity (activation), % at 26.1 µM; actives 0.13% (n = 650,000); in the data active = normalized activity above about 1.9%;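 note: purified mutant Fbw7 with reduced substrate affinity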
Target sequence (Q969H0 whole entry, looked up): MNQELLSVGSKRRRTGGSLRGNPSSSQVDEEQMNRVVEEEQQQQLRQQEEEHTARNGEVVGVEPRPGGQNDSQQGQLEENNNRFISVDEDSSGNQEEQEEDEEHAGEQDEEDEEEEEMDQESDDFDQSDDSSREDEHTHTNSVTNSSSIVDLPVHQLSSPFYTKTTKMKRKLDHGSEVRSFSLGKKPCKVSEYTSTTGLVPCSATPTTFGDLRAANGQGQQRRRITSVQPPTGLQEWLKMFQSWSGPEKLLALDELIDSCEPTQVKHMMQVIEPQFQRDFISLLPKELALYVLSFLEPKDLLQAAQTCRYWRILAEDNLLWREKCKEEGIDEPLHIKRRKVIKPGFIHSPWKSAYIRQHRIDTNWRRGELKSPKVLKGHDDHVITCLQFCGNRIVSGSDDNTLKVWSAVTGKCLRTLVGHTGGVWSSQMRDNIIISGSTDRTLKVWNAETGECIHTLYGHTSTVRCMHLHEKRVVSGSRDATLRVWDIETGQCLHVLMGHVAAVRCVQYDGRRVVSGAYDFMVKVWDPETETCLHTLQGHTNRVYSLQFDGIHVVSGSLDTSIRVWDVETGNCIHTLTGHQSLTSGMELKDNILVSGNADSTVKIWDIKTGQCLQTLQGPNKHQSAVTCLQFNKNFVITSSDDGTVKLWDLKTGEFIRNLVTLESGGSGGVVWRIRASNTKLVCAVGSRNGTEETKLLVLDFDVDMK
MITF primary: MITF inhibitors, primary screen, biochemical, AlphaScreen, human; actives 0.91% (n = 650,000); AlphaScreen MITF homodimerization, bead proximity signal; Microphthalmia-associated transcription factor (Homo sapiens), O75030; inhibition, % at 2.6 µM; in the data active = inhibition above about 50%;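 note: 0% = vehicle wells with protein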
An asterisk follows results filed as active.

SMILES	TEAD-YAP inh	GPR151 ag	FBW7 activator	MITF primary
O=C(NC1CC1)c1cnc(N2CCC(N3CCOCC3)CC2)s1	1	0.6	0.0	-4
Cc1nnc2nc(-c3ccc(NC(=O)C(C)N4CCCC4=O)cc3)cn2c1C (stereo not given)	-3	-0.4	-0.1	-1
CCOc1ccc2c(=O)c(-c3ccccn3)c(C(F)(F)F)oc2c1	-29	-1.3	0.5	9
CC(C)(C)Nc1c([N+](=O)[O-])cc([N+](=O)[O-])c2ccccc12	-8	0.7	-0.4	-3
CC(C)(c1ccccc1)c1cc(CN2CCOCC2)c(O)c(CN2CCOCC2)c1	-3	-0.6	-0.1	11
CCOC(=O)N1CCC(n2c(SCC(=O)NCC3CCCO3)nc3ccccc3c2=O)CC1 (stereo not given)	16	-0.8	-0.1	3
CC(C)n1cnc2c(N)nc(Nc3ccc(N4CCOCC4)cc3)nc21	-4	-1.5	0.4	2
Nc1cccc(NC(=O)c2cc3ccccc3o2)c1	-1	-7.9	-0.1	-8
CCN1Cc2cccc(CNc3ccc(C)cc3)c2C1	5	1.1	-0.1	12
Cc1ccc(C2Nc3cccc4cccc(c34)N2)s1	10	-0.9	-0.1	1
CC(C)(C)c1ccc(C(=O)NC2CCCCCCC2)cc1	-53	2.5	0.3	4
COc1ccc(S(=O)(=O)N2CCN(C(=O)Nc3ccccc3)CC2)cc1OC	8	0.0	0.0	-4
COc1cc(OC)cc(C(=O)N2CCN(C(=O)Cc3ccccc3)CC2)c1	-4	0.4	0.0	1
CCN(CC)c1nc(NCCCN2CCCC2=O)nc(NC2CC2)n1	-7	5.1*	0.2	-1
COc1cc(NC(=O)C2CC(c3c(F)cccc3Cl)=NO2)cc(OC)c1OC (stereo not given)	17	0.3	0.6	4
O=C(NCc1ccc(Cl)cc1)c1cc2ccccc2oc1=O	1	-1.1	0.4	26
O=C(c1nccs1)C1CCN(C(=O)CC2CCCC2)CC1	1	-0.1	0.0	-5
CC(=O)Nc1ccccc1OCC(=O)Nc1ccc(-c2ccccc2)cc1	-6	2.3	0.6	-2
Cc1cc(N)nc(SCc2ccccc2)n1	-47	-0.2	-0.1	9
N#CCNC(=O)c1ccccc1[N+](=O)[O-]	6	0.3	0.0	-6
COc1ccc(Br)cc1/C=N/NC(=O)COc1cccc([N+](=O)[O-])c1	11	1.6	0.1	-1
Nc1nnc(-c2ccc(F)cc2)s1	-4	-1.5	0.2	2
COc1ccc(Nc2nc(Nc3ccc([N+](=O)[O-])cc3)nc(=O)[nH]2)cc1	-5	0.2	0.1	6
Cc1ccc(-n2nc(C(=O)N3CCN(C)CC3)c3c4ccccc4n(C)c3c2=O)cc1	2	0.7	0.0	6

Nothing new here: entries from further up.
SMILES	TEAD-YAP inh	GPR151 ag	FBW7 activator	MITF primary
COc1cc(NC(=O)C2CC(c3c(F)cccc3Cl)=NO2)cc(OC)c1OC (stereo not given)	17	0.3	0.6	4
O=C(NCc1ccc(Cl)cc1)c1cc2ccccc2oc1=O	1	-1.1	0.4	26
O=C(c1nccs1)C1CCN(C(=O)CC2CCCC2)CC1	1	-0.1	0.0	-5
CC(=O)Nc1ccccc1OCC(=O)Nc1ccc(-c2ccccc2)cc1	-6	2.3	0.6	-2
Cc1cc(N)nc(SCc2ccccc2)n1	-47	-0.2	-0.1	9
N#CCNC(=O)c1ccccc1[N+](=O)[O-]	6	0.3	0.0	-6
COc1ccc(Br)cc1/C=N/NC(=O)COc1cccc([N+](=O)[O-])c1	11	1.6	0.1	-1

More compounds follow:
SMILES	TEAD-YAP inh	GPR151 ag	FBW7 activator	MITF primary
Cc1cc(-c2ccccc2)nc2cc(C(=O)Nc3cccc(O)c3)nn12	25	2.0	0.1	6
CCCNc1ccnc(-c2ccccc2)n1	-39	0.5	0.0	3
O=C(O)c1ccc(NC(=O)C23CC4CC(CC(C4)C2)C3)cc1	-9	1.8	-0.3	-4
COc1ccc(NC(=O)CCCCCn2c(SCC(=O)c3ccccc3)nc3ccsc3c2=O)cc1	10	0.4	0.2	25
CCOC(=O)c1c(NC(=O)CSc2nc(C)nc3sc4c(c23)CCC4)sc2c1CCCC2	-13	-1.7	0.0	-10
O=C(NCC1(c2cccs2)CCCC1)c1ccco1	-3	0.2	-0.1	10
Cc1ccc(-c2ncn(-c3ccc(Nc4ncc5ccc(-c6cn[nH]c6)cc5n4)cc3)n2)cn1	22	-1.4	0.8	14
O=C(O)CCCC(=O)Nc1cccc(-c2nc3ccccc3[nH]2)c1	1	0.5	-0.1	-4
CC(=O)N1CCN(c2ccnc3c2c(=O)n(CC(=O)Nc2cc(C)cc(C)c2)c(=O)n3C)CC1	-6	-1.4	-0.1	18
COCCCNC(=S)Nc1ccc(Cl)c(C(F)(F)F)c1	2	-0.8	-0.1	1
O=C(CN1C(=O)c2ccccc2C1=O)Nc1ccc(Sc2ccc([N+](=O)[O-])cc2)cc1	4	-0.1	-0.1	15
CC(=O)c1cc(Cl)ccc1OC(=O)c1ccccc1	-3	1.3	0.1	10
CC1=C(C(=O)OCCOc2ccccc2)C(c2ccc(O)cc2)C2=C(CC(c3ccc(Cl)cc3)CC2=O)N1 (stereo not given)	-1	-0.6	0.1	-6
Nc1cc2c3c(c1)C(c1ccccc1)CCN3CCC2c1ccccc1 (stereo not given)	24	-0.3	6.3*	-3
N#Cc1c(-c2ccccc2)cc(-c2cccs2)nc1SCC(O)CS(=O)(=O)Cc1ccc(Cl)cc1 (stereo not given)	10	0.5	-0.1	-4
COc1cccc(C2C3=C(CC(C)(C)CC3=O)OC3=C2C(=O)CC(C)(C)C3)c1OCC(=O)O	-5	-1.1	0.1	-17
O=C1N[C@@H](COCc2ccccc2)C(=O)N2CCN(C(=O)c3ccc(C(F)(F)F)cc3)C[C@H]12	-4	0.5	-0.1	-6
CCCCCOC(=O)CSc1nc2sc3c(c2c(=O)n1-c1ccccc1)CC(C)(CC)OC3 (stereo not given)	4	-0.9	0.9	-7
Cc1ccccc1CN1C(=O)C(O)(CC(=O)c2cccs2)c2ccccc21 (stereo not given)	5	-0.5	0.5	6
CCCN(C(=O)CCNC(=O)Cn1cnc2ccccc2c1=O)c1ccccc1C	-13	2.6	-0.2	-4
O=C(Nc1cc(C(=O)N2CCC(Cc3ccccc3)CC2)ccc1N1CC2CC(C1)c1cccc(=O)n1C2)c1ccncc1 (stereo not given)	-9	0.3	-0.1	-3
Cc1cccc(OCC(=O)N/N=C/c2cc(Cl)cc([N+](=O)[O-])c2O)c1	4	0.2	-0.5	-2
O=C1C(Nc2ccc(F)c(F)c2)=C(N2CCCCC2)C(=O)c2ccccc21	-8	-3.3	-0.6	-15
NNC(=O)CSc1ncc(-c2ccccc2)[nH]1	1	1.2	-0.1	23
O=C(CN1CCC(C(=O)N2CCN(c3ncccn3)CC2)CC1)Nc1ccc(F)cc1	14	-0.7	-0.1	6
Cc1cc(C)c2c(NCc3c(F)cccc3F)n[nH]c2n1	-8	0.9	0.1	10
CCOc1cc2c(cc1OCC)C(c1cc(OC)c(OC)c(OC)c1)NCC2 (stereo not given)	13	0.0	0.0	12
Cc1nc2ccc(NS(=O)(=O)Cc3ccccc3)cc2c(=O)n1-c1ccc(F)cc1	-3	-1.2	-0.3	12
Nc1ccc(OCc2ccccc2Cl)cc1	72*	-1.3	0.2	24
CC(C)CC(C(=O)Nc1ccc(S(N)(=O)=O)cc1)N1C(=O)C2C3C=CC(C3)C2C1=O (stereo not given)	11	-1.1	0.6	13
CN1CCCN(CC(=O)N2CCc3ccccc32)CC1	-4	0.8	-0.6	78*
c1ccc2[nH]c(CNc3cc(N4CCN(Cc5ccc6c(c5)OCO6)CC4)ncn3)nc2c1	4	0.5	0.0	-10
COc1ccc(S(=O)(=O)N2CCc3ccccc32)cc1C(=O)OCC(=O)C(C)(C)C	-13	3.3	-0.1	1
CC1CCc2sc(NC(=O)COc3ccccc3)c(C#N)c2C1 (stereo not given)	-21	0.1	0.0	-6
O=C(CSCc1ccccc1)Nc1ccc(I)cc1	-34	2.0	0.0	-8
CCc1c(C)sc(NC(NC(=O)c2ccco2)(C(F)(F)F)C(F)(F)F)c1C(=O)OC	-4	0.8	-0.1	4
Cc1nc2sccn2c1-c1csc(NCc2ccccc2)n1	1	0.5	-0.3	-4
CC(=O)N/C(=C/c1ccc(Cl)cc1)C(=O)NCCc1c[nH]c2ccccc12	11	0.4	0.0	4
CN(C1CCCCC1)S(=O)(=O)c1ccc(=S)[nH]c1	-2	0.4	0.0	-6
CC1CCN(S(=O)(=O)c2cccc(C(=O)Nc3ccccc3C(=O)N3CCOCC3)c2)CC1	-2	2.0	-0.1	-10
CCCCSCCC(=O)OCC	-6	1.3	0.0	-6
CC(=O)c1cccc(-c2ccc(C(=O)NCc3cccc(C(F)(F)F)c3)s2)c1	-8	-2.5	0.1	-4
Cc1oc(-c2cccs2)nc1CSc1nncn2c1cc1occc12	-8	-0.2	-0.1	9
CCOC(=O)C(C)Oc1ccc2c(=O)c(Oc3cc(C)c(Cl)c(C)c3)coc2c1 (stereo not given)	0	-1.0	0.1	10
COc1ccc(OCC(O)CN2CCN(c3cccc(C(F)(F)F)c3)CC2)cc1 (stereo not given)	-15	-0.3	0.1	-7
COc1cc(C(=O)n2c(=O)n(C(C)C)c3ncccc32)cc(OC)c1OC	0	-1.4	0.0	10
Cn1c2c(c(=O)n(C)c1=O)C(c1ccc(C#N)cc1)C1=C(CC(C)(C)CC1=O)N2 (stereo not given)	2	-0.8	0.1	11
C=CCOC(=O)C1=C(C)NC2=C(C(=O)CC(C)(C)C2)C1c1ccc(OC)c(OC)c1 (stereo not given)	-4	0.5	-0.2	7

Only FBW7 activator, TEAD-YAP inh and GPR151 ag, for some of the entries so far:
SMILES	FBW7 activator	TEAD-YAP inh	GPR151 ag
COc1ccc(OCC(O)CN2CCN(c3cccc(C(F)(F)F)c3)CC2)cc1 (stereo not given)	0.1	-15	-0.3
CC(=O)N/C(=C/c1ccc(Cl)cc1)C(=O)NCCc1c[nH]c2ccccc12	0.0	11	0.4

The listing continues.
SMILES	TEAD-YAP inh	GPR151 ag	FBW7 activator	MITF primary
Cc1c(C(=O)N2CCCC2)sc2ncn(Cc3ccccc3F)c(=O)c12	7	5.3*	-0.1	2
COc1ccc(OC)c(C(C)NC(=O)c2ccccc2C)c1 (stereo not given)	1	0.7	0.1	8
CCCC1C(C#N)=C(N)OC2=C1C(=O)CCC2 (stereo not given)	-3	1.5	-0.1	4
O=C(O)c1ccc(CNC(=O)c2ccc3c(c2)C(=O)N(Cc2ccccc2)C3=O)cc1	5	2.8	0.1	-3
Cc1ccc(OCCN(C)C(=O)C2CC(=O)c3sc(NC(=O)C4CCC4)nc3C2)cc1 (stereo not given)	-2	-0.7	0.1	5
Cc1ccc(C)c(NC(=O)c2ccc(S(=O)(=O)N3CC(C)CC(C)C3)cc2)c1 (stereo not given)	2	0.4	-0.1	-8
CCN(c1ccc(OC)cc1)S(=O)(=O)c1ccc(C)cc1	2	-0.3	0.1	1
CC1(C)Cc2cccc(C(=O)NC3CCN(Cc4ccccc4)CC3)c2O1	-4	0.1	0.4	8
Cc1ccc(C(C)C)c(Oc2cc(NC(=O)c3cc4n(n3)C(C(F)(F)F)CC(c3cccs3)N4)cc([N+](=O)[O-])c2)c1 (stereo not given)	9	-0.8	0.0	4
COC(=O)c1ccc(C2C3=C(CCCC3=O)Nc3ccc4nc(C)ccc4c32)cc1 (stereo not given)	2	-0.1	-0.1	-4
O=C1N=C(N2CCCC2)S/C1=C/c1cccc([N+](=O)[O-])c1	-2	-0.7	0.6	18
COc1cccc(-n2cc(C(=O)Nc3ccccc3Cl)c3ccccc3c2=O)c1	9	-1.9	0.6	6
COc1ccc(OC)c(NC(=O)c2ccc3c(=O)n(Cc4ccccc4)c(=S)[nH]c3c2)c1	-11	-1.2	0.0	-3
CN(C(=O)CN1C(=O)N(C)N(C)c2ncccc21)C1CCCCC1	4	0.5	-0.2	3
CCc1cccc(NC(=O)NC2CC(=O)N(C3CCCC3)C2)c1 (stereo not given)	0	0.4	0.0	7
COc1ccc(C(=O)CC(c2cccs2)S(=O)(=O)c2ccc(C)cc2)cc1 (stereo not given)	-42	-0.3	-0.2	12
NNC(=O)CNC(=O)Cc1ccccc1	-9	-0.4	1.3	10
O=C(CCNc1ccc(Br)cc1)c1ccc([N+](=O)[O-])cc1	3	-0.1	-0.1	13

Compound profiles, from the list above. Order of values: TEAD-YAP inh, GPR151 ag, FBW7 activator, MITF primary
COc1ccc(C(=O)CC(c2cccs2)S(=O)(=O)c2ccc(C)cc2)cc1 (stereo not given) in the list: -42, -0.3, -0.2, 12
CN(C(=O)CN1C(=O)N(C)N(C)c2ncccc21)C1CCCCC1 in the list: 4, 0.5, -0.2, 3
NNC(=O)CNC(=O)Cc1ccccc1 in the list: -9, -0.4, 1.3, 10
